Screens deposited in PubChem BioAssay by Fisher Drug Discovery Resource Center.
mcGAS lum: inhibitors of mouse cGAS; Q8C6L5; hit rate 0.15% among 160,000; AID 1259399; recombinant cGAS, Kinase-Glo ATP depletion luminescence; inhibition, % at 12.5 µM;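 note: 0% = negative control wells and 100% = reference inhibitor with no enzyme activity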
NPYLR7 ag: activates Aedes aegypti NPYLR7 receptor | HEK293T NPYLR7/Galpha15, GCaMP6s calcium fluorescence | activation, % at 10 µM | hit rate 0.15% among 270,000 | AID 1259423; in the data active = activation above about 40%;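 note: 0% = vehicle and 100% = reference agonist at the receptor; some compounds past the cut are filed as inactive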
hcGAS inh: blocks human cGAS activity. Q8N884. recombinant h-cGAS, ATP depletion, Kinase-Glo luminescence. inhibition, % at 12.5 µM. hit rate 0.081% among 290,000;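 note: 0% = vehicle reaction and 100% = reaction without DNA for no activity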
Target sequence (Q8N884 whole entry, looked up): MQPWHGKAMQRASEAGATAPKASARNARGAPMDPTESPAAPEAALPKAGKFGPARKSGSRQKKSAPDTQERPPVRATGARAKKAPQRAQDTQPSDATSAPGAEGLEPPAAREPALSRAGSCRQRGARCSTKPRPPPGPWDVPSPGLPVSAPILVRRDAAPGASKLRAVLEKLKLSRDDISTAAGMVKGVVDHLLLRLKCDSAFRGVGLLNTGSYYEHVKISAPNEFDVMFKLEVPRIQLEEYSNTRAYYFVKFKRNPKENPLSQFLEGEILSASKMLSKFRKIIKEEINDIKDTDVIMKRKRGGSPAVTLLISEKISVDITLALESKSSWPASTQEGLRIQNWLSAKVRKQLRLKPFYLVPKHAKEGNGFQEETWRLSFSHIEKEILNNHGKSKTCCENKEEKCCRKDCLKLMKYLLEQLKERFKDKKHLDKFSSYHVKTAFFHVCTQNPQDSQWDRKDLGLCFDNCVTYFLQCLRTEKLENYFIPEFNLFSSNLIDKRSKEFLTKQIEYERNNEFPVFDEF
Numbers without * were called inactive; · = no result given; & = joins results of further samples. Cut-off read from the data, not from the text of the source, unless noted: active = inhibition above about 40%; inactive = the rest.

SMILES	mcGAS lum	NPYLR7 ag	hcGAS inh
COc1cccc(Cn2c(=O)n(Cc3ccccc3)c(=O)c3c2c2cc(OC)ccc2n3C)c1	-1	-4	2
CC(C)CN(Cc1cccc(OS(=O)(=O)c2cccc(C(F)(F)F)c2)c1)C(=O)NCc1ccccc1	0	-8	-3
COc1ccc(OC)c2sc(N(Cc3ccncc3)C(=O)CCc3ccccc3)nc12	-8	-3	-8
O=C(CNC(=O)c1ccc(N2CCCC2=O)cc1)NCC12CC3CC(CC(C3)C1)C2	·	9	-11
COc1cccc(-n2nc(C(=O)NCC3CCCO3)c(=O)n(Cc3ccc(F)cc3)c2=O)c1 (stereo not given)	-6	16	-9
CC(C)C(NC(=O)c1ccc2c(c1)S(=O)(=O)N=C1CCCCCN12)c1ccccc1 (stereo not given)	·	-1	8
CC(c1ccccc1)n1c(-c2nccc3ccccc23)n[nH]c1=S (stereo not given)	-4	-1	-2
Cc1cnc(CNC(=O)NC2COc3c2ccc(C)c3C)s1 (stereo not given)	-15	-1	-7&-3
CSc1nnc(COc2cccc(C)c2)o1	·	18	-8
O=C(NCCN1CCCC1)[C@@]1(OCc2cccc(C(F)(F)F)c2)CC(OCc2cccc(Cl)c2)[C@H](O)[C@H](O)C1 (stereo not given in full)	-8	5	-1
COc1ccc(/C=C2/NC(=S)NC2=O)cc1Br	-2	4	-2
CC1(C)CN(c2ccnc(C(=O)NCc3ccc4c(c3)OCO4)c2)CCO1	·	7	-10
COC(=O)C1C(=O)CSC1=Nc1ccccc1OC (stereo not given)	·	-2	-4
Cc1ccc(S(=O)(=O)c2cnc(SCC(=O)NCCc3ccccc3)[nH]c2=O)cc1Cl	-6	1	-3
Cc1cc(C(=O)Cn2cc(C(F)(F)F)ccc2=O)c(C)n1C(C)C	-3	0	-1
CC(C)Nc1nc(-c2ccco2)nc2cc(Cl)ccc12	-9	-3	-10
CCCc1[nH]n(-c2ccc(F)cc2)c(=O)c1C1=C([n+]2ccccc2)C(=O)N(C2CCCCC2)C1=O	-9	3	-9
COCCCn1c(CCC(=O)O)ccc1-c1ccc(F)cc1	·	-8	-7
CCOc1ccccc1N=Nc1c(C)[nH]n(-c2ccccc2)c1=O	·	-2	3
CCC(C)NC(=O)CSc1ncc(-c2ccc(F)cc2)[nH]1 (stereo not given)	·	4	-12
Cn1c(=O)c2c(SCc3cccnc3)ccnc2n(C)c1=O	-9	7	-8
COc1ccc(NC(=O)N(CCN2CCOCC2)CC(=O)N(Cc2ccc3c(c2)OCO3)Cc2ccc(C)o2)c(OC)c1	-4	10	-1
CCC(=O)N1CCCC1C1CCCN1C1CCOC1=O (stereo not given)	·	1	2
CC(NS(=O)(=O)c1cccc(C#N)c1)c1cccc(Cl)c1 (stereo not given)	·	-18	-12
CC1C(=O)N(c2ccc(Cl)cc2Cl)CCN1S(=O)(=O)c1ccccc1 (stereo not given)	-3	3	-4
Cc1ccc2[nH]c(=O)c(CN3CCCCC3)c(-c3ccccc3)c2c1	·	-5	6
Cc1cc(F)ccc1NC(=O)C(C)NC(=O)COc1cccnc1 (stereo not given)	·	5	-3
Cc1ccc(C)c(-n2nnnc2SCCCC(=O)c2cccs2)c1	·	4	0
Nc1nc(-c2ccc(Cl)cc2)cc(C(F)(F)F)n1	·	14	-10
COc1cccc2c1OC1(C)CC2C(S(=O)(=O)c2ccc(C)c(C)c2)C(=O)N1 (stereo not given)	-1	0	-5
O=C(NC(c1ccc(F)cc1)c1cnccn1)C1CCN(CCOc2ccc(Cl)cc2Cl)CC1 (stereo not given)	-3	11	-5
CN1CCCCCCN(C(=O)NC2CCCCC2)CCC1=O	-3	·	-9
O=C(Nc1ccccc1)NC1CCN(c2ccccc2C(=O)NC2CC2)CC1	0	-2	2
CCOC(=O)/C(=N/O)C1=NC(C)(C)C(C)c2ccccc21 (stereo not given)	·	4	-8
Cc1ccc(-n2ncc3c(=O)n(NC(=O)CSCc4ccccc4)cnc32)cc1	·	4	-12
Cc1cccc(N(CCC#N)S(=O)(=O)c2c[nH]c3ncccc23)c1	·	2	-6
COc1cn(CC(=O)N2CCc3ccccc32)c(CSc2nc(C)cc(C)n2)cc1=O	-8	-9	-9
Cc1cc(C(=O)NCCn2nc(-c3cccs3)n(C)c2=O)c(C)o1	·	3	0
O=S(=O)(NC1c2cccc3cccc(c23)C1Sc1ncccn1)c1ccccc1 (stereo not given)	-5	4	-7
CCN(Cc1ccc(OC)c(F)c1)C(=O)c1ccc(=O)[nH]c1	·	1	-19
CCn1c(C2CCN(Cc3cccc4nonc34)CC2)n[nH]c1=O	-9	-1	6
COCCn1nc(C)c(CNc2snc(Cl)c2C#N)c1C	-9	9	-2
C=CCNCC(=O)N1CCc2sccc2C1c1ccc(OC)cc1 (stereo not given)	·	-7	-1
Cc1cnc(C2CNC2)n1CC1CC1	2	·	7
O=C1c2ccccc2C(=O)c2cc(S(=O)(=O)Nc3cccc4cccnc34)ccc21	-8	13	-3
CCc1cccc(N2C(=O)CSC2c2ccc(NC(=O)Cc3cccs3)cc2)c1 (stereo not given)	-10	-6	-8
COc1cc(/C=C/C(=O)/C=C(O)/C=C/c2ccc(O)c(OC)c2)ccc1O	-4&-2	11	-6&-5
CN(C)S(=O)(=O)c1ccc(CNc2cc(F)ccc2Cl)o1	·	-6&0	0&-8
S=c1nc2ccccc2c2[nH]c3ccccc3n12	-7	4	-4
Cn1ncc(Oc2cccc(C(F)(F)F)c2)c(Nc2cccc(C(=O)NCCN3CCOCC3)c2)c1=O	-3	·	-4
Cc1nc2ccc(C(=O)N3CCC4(CC3)Nc3ccccc3C(=O)N4CCO)cc2[nH]1	·	0	-8
CC(Cn1cncn1)C(=O)Nc1ccccc1Br (stereo not given)	·	4	-7
COCCN(CC(=O)N(Cc1ccccc1)Cc1sccc1C)C(=O)Nc1cccc(C(F)(F)F)c1	-6	15	-11
CCOC(=O)CN(C(=O)Cc1cccc(OC)c1)[C@@H]1C[C@@H]2CO[C@H](C(C)C)C[C@@H]2C1	0	9	2
OC1CCN(Cc2ncc(-c3ccccc3)o2)CC1	·	14	-18
O=C(NC1CCCC1)N1CCC2(CC1)OCCCC2O (stereo not given)	-3	·	-8
CN(C)c1nc(N)nc(CCNS(=O)(=O)c2ccc3c(c2)oc(=O)n3C)n1	·	-3	-4
CCN(CCN1C(=O)CSC1c1ccccc1C)C(=O)c1cccc(F)c1 (stereo not given)	-5	-4	-2
CC1Cc2cc(/C=C3/C(=O)NN(c4cc(Cl)cc(Cl)c4)C3=O)ccc2O1 (stereo not given)	37	1	-2
O=C(Cn1c(=O)cnc2ccccc21)Nc1nc(-c2ccc3c(c2)CCO3)cs1	·	8	-10

Nothing new here: 4 of the compounds above.
SMILES	mcGAS lum	NPYLR7 ag	hcGAS inh
CCn1c(C2CCN(Cc3cccc4nonc34)CC2)n[nH]c1=O	-9	-1	6
COCCn1nc(C)c(CNc2snc(Cl)c2C#N)c1C	-9	9	-2
C=CCNCC(=O)N1CCc2sccc2C1c1ccc(OC)cc1 (stereo not given)	·	-7	-1
Cc1cnc(C2CNC2)n1CC1CC1	2	·	7

Limited to hcGAS inh and mcGAS lum (2 entries from above):
| SMILES | hcGAS inh | mcGAS lum |
| --- | --- | --- |
| CCc1cccc(N2C(=O)CSC2c2ccc(NC(=O)Cc3cccs3)cc2)c1 (stereo not given) | -8 | -10 |
| COc1cc(/C=C/C(=O)/C=C(O)/C=C/c2ccc(O)c(OC)c2)ccc1O | -6&-5 | -4&-2 |

Additional compounds.
SMILES	mcGAS lum	NPYLR7 ag	hcGAS inh
CC1(C)SC(=S)N(N)C1N(O)C(=O)Nc1ccccc1 (stereo not given)	·	2	-5
COCCn1c(SCC(=O)Nc2cc(C)ccc2C)nc2c([nH]c3ccccc32)c1=O	-7	-1	2
Cc1[nH]n(-c2nc(-c3ccc(Br)cc3)cs2)c(=O)c1N=Nc1ccccc1Br	-5	-6	0
CN(C(=O)CNC(=O)C1CC1(c1ccccc1)c1ccccc1)C(c1ccccc1)c1ccccc1 (stereo not given)	-2	-2	-6
O=C(CN1CCN(C2CC(=O)N(Cc3ccc(Cl)cc3)C2=O)CC1)NC1CC1 (stereo not given)	·	3	-3
CC1(C)C2CC=C(C=NNC(N)=S)C1C2 (stereo not given)	-1	23	0
COCC(C)(C)CNC(=O)[C@H](N)c1ccccc1	·	-6	-6
CCN(CC)C(=O)Oc1ccc2c(ccn2Cc2cccc(C)c2)c1NS(=O)(=O)c1ccccc1C	-4	3	-8
O=C(CSc1nnc(-c2nccc3ccccc23)o1)c1ccc(C(F)(F)F)cc1	-4	2	-10
CN(C)CCCn1c2c(c(SCC(=O)Nc3cccc(C(F)(F)F)c3)nc1=O)CCC2	-7	-1	-7
Cc1ccc(S(=O)(=O)NC(=O)C2(C)CCN2C(=O)c2ccc(C3CCCCC3)cc2)nc1 (stereo not given)	·	-1	-7
COc1ccc(NC(=O)COc2ccccc2[C@H]2c3sc(=O)[nH]c3SC3C4CCC(C4)C32)cc1 (stereo not given in full)	-3	14	-23
Cc1ccc2c(c1)c(=O)c(C(=O)N(C)Cc1csc(C)n1)cn2C	·	9	-1
CN(C)c1ccc(NC(=O)CN2C(=O)c3ccccc3C2=O)cc1	-5	18	-2
CC(=O)N1N=C(c2ccc(Br)cc2)CC1c1cn(-c2ccccc2)nc1C (stereo not given)	0	-3	2
COc1cc(F)ccc1-c1c(-c2ccccc2)ncn1CCN1CCN(C)CC1	·	15	-5
CN(C)c1nc2c(c(=O)[nH]1)CCN(C(=O)C(c1ccccc1)c1ccccc1)C2	·	16	-1
Cc1[nH]n(-c2ccccc2)c(=O)c1N=Nc1cccc(OC(F)F)c1	-1	3	1
COc1cc(NC(=O)Nc2c(C)nc3ccccn3c2=O)cc(OC)c1OC	-9	-1	-5
CCOC(=O)CSc1nnc(CCc2c(C)[nH]c(=O)[nH]c2=O)o1	-8	-6	-4
Nc1ncc(CN2CCCC(CNC(=O)c3ccc(-c4ccccc4)cc3)C2)cn1 (stereo not given)	·	4	-4
O=S(=O)(NCc1ccccc1)N1CCCOC(CN2CCCC2)C1 (stereo not given)	10	1	0
CC1CC1C(=O)NCc1ccc(S(=O)(=O)N2CCOCC2)cc1 (stereo not given)	0	-14	0
Cc1nc(CCNC2CCN(S(C)(=O)=O)CC2)nc2c1CCCC2	·	5	0
CCCC(=O)NCc1ccc2c(c1)cc(C)n2C	-5	8	-4
O=C(c1cnc2ccccn12)N1CCc2c(nc(-c3ccccn3)[nH]c2=O)C1	·	9	-7
COCC(=O)N(CCC(C)C)Cc1c(C)nn(-c2cccc(F)c2)c1N1CCN(C)CC1	-3	4	-6
Fc1cc(Br)ccc1NC(=S)NCC1CCCO1 (stereo not given)	·	-6	-1
Cc1cnccc1C(=O)N1CCc2c(c(C(=O)O)nn2CCN(C)C)C1	·	0	0
O=C(Nc1cccc2ccccc12)c1ccc2c(c1)OCO2	·	18	-14
N#CCN(CC#N)S(=O)(=O)c1ccccc1	-2	2	1
CC(C)O[C@H]1CN(c2nc(-c3ccccc3)nc3c2CCC3)C[C@@H]1O	·	-1	1
COc1cc(C(=O)Nc2cccc(-c3nc4cc(C)ccc4o3)c2)cc(OC)c1OC	-3	-1	-1
COc1cc(CCC(=O)NCc2ccc(F)cc2)cc(OC)c1	·	15	-5
O=C(NCCC(=O)N1[C@@H]2CC[C@H]1CC(O)C2)c1ccccc1F (stereo not given in full)	-14	·	-5
Fc1ccccc1Cc1noc(CN2CCCN(Cc3ccccc3F)CC2)n1	-9	4&7	-6&-5
O=C(NCc1ccccn1)c1cc(=O)c(OCc2ccccc2)co1	·	-1	-10
CC(C)C(C)N(Cc1ccco1)C(=O)c1cnc2ccccn12 (stereo not given)	-8	1	-1
Nc1ncc([N+](=O)[O-])c(Sc2nc3ccccc3s2)n1	·	1	-4
COc1cccc(-c2nn(-c3ccc(C)cc3)cc2C(=O)N(C)C)c1	·	19	-7
O=c1c(=O)n2c(nn1C/C=C/c1ccccc1)N(c1ccc(F)cc1)CC2	·	15	0
Fc1ccc(C(NCC2CCCCO2)C2CC2)cc1 (stereo not given)	·	0	1
COCCNC(=O)c1ccc(OC2CCN(Cc3ccc(OC)cc3F)CC2)c(Cl)c1	·	8	-14
CN(C)C=Nc1nc(-c2ccc3ccccc3c2)cs1	·	-5	-10
O=C(Nc1ccc(Oc2ccc(Cl)c3cccnc23)c(Cl)c1)c1cc(Cl)cc(I)c1O	-3	8	-1
CC(=O)Nc1ccc(C(=O)NCc2nn(C)c3ccc(C)cc23)c(C)c1	-9	18	-3
c1ccc(N[C@@H]2CC[C@H]3C[C@H]2C(Oc2ccccn2)CO3)cc1 (stereo not given in full)	-8	4	3
CC(NC1CCN(c2ccc(NC(=O)Cc3cccc(Cl)c3)cc2)CC1)c1cccs1 (stereo not given)	-11	17	-6
COc1cc(C)c(-c2ccc(F)c3c2OC(CN)C3)cc1C (stereo not given)	·	1	4

Random excerpt: three compounds from above.
SMILES	mcGAS lum	NPYLR7 ag	hcGAS inh
CN(C)c1nc(N)nc(CCNS(=O)(=O)c2ccc3c(c2)oc(=O)n3C)n1	·	-3	-4
CC(=O)Nc1ccc(C(=O)NCc2nn(C)c3ccc(C)cc23)c(C)c1	-9	18	-3
COc1ccc(OC)c2sc(N(Cc3ccncc3)C(=O)CCc3ccccc3)nc12	-8	-3	-8
